Source: PubChem BioAssay (several laboratories)
RPL19A TOR yeast: RPL19A-GFP expression modulators in yeast, primary screen, cell-based, S. cerevisiae, multiplex flow cytometry, MLPCN. S. cerevisiae RPL19A-GFP strain, 3 h; active compounds read low. percent response vs DMSO, % at 10 µM. hit rate 0.3% among 330,000. AID 2025, 2009;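 active = percent response vs DMSO below 50%; inconclusive = fewer than 70 events counted for the yeast strain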;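 note: median channel GFP fluorescence of the barcoded RPL19A-GFP strain; ratio of sample median GFP to plate DMSO average so 100% = DMSO; lower means less RPL19A-GFP as with rapamycin TOR inhibition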
Yeast superoxide: reduction of superoxide in aged yeast, primary screen, HTS. S. cerevisiae aged cells, superoxide DHE fluorescence; active compounds read low. superoxide response (% of plate mean), % at 10 µM. hit rate 0.18% among 330,000;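 active = superoxide response under a set limit, about three screen SD below normal, cut at about 65% in these data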;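 note: yeast aged for seven days with compound at 30 °C before DHE staining; 100% = average MFI of all compound-treated wells on the plate with controls excluded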
Efflux pump inh: inhibitors of Candida efflux pumps in yeast, primary screen, S. cerevisiae, Nile Red, multiplex; S. cerevisiae Candida pump triplex; hit rate 0.44% among 330,000; inhibition, % at 10 µM;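 active = plate passing quality check with inhibition over a set limit, or well fluorescence over plate mean plus 4 SD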;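 note: Nile Red retained in pooled yeast measured as flow cytometry median fluorescence; 0% = buffer negative control and 100% = Enniatin B positive control; higher means more Nile Red kept so more efflux inhibition; some compounds called inactive have numbers as strong as hits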
CIT2 TOR yeast: modulators of CIT2-GFP expression in yeast, primary screen, S. cerevisiae, GFP fusion, multiplex flow cytometry, MLPCN library | GFP response vs DMSO, % at 10 µM | hit rate 0.065% among 320,000 | S. cerevisiae CIT2-GFP strain, 3 h; 100 means same as DMSO wells;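 active = GFP response relative to DMSO above a set limit, near the screen mean plus 3 SD, cut at about 150% in these data; inconclusive = Fewer than 70 cells measured for a yeast strain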;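 note: ratio of well median GFP fluorescence to mean of DMSO wells on the plate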
AHR act: AHR activators, primary screen, cell-based, luminescence, luciferase reporter, human | hit rate 2.5% among 320,000 | activation, % at 5 µM | AHR-responsive luciferase reporter cells | Aryl hydrocarbon receptor (Homo sapiens), P35869; in the data active = activation above about 47%;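 note: 0% = vehicle wells and 100% = reference agonist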
Target sequence (P35869 whole entry, looked up): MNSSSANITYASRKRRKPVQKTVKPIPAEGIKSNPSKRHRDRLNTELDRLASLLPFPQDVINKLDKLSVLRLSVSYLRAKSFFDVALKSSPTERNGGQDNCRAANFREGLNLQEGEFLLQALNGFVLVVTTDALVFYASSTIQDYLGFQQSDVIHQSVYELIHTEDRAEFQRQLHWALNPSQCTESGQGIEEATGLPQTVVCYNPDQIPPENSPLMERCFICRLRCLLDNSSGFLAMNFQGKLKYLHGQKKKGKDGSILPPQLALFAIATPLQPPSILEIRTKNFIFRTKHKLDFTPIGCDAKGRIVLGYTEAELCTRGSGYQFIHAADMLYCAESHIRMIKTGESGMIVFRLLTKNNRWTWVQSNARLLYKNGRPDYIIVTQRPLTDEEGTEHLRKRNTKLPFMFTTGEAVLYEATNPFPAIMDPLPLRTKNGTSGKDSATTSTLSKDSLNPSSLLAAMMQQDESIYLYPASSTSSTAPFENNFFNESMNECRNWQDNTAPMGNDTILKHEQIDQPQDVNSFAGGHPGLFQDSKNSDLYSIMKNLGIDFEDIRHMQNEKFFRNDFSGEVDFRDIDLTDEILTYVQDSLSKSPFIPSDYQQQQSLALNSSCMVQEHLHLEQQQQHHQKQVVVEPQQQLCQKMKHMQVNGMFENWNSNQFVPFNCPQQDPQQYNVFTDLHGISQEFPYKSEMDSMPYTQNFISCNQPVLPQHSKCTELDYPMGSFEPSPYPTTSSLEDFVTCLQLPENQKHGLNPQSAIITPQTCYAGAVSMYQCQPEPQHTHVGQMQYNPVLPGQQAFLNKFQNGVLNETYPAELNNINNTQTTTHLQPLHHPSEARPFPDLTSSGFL
MEP2 TOR yeast: modulators of MEP2-GFP levels in yeast, primary screen, S. cerevisiae, multiplex flow cytometry, MLPCN library; S. cerevisiae MEP2-GFP strain, 3 h; 100% = DMSO control level; GFP response vs DMSO, % at 10 µM; hit rate 0.51% among 330,000; AID 2016, 2009;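 active = GFP response versus DMSO above a set limit, roughly screen mean plus 3 SD, cut at about 180% in these data; inconclusive = fewer than 70 cells counted for a yeast strain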;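 note: median GFP fluorescence of the barcode-gated MEP2-GFP cells per well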
AGP1 TOR yeast: modulators of AGP1-GFP expression in yeast TOR pathway, primary screen, cell-based, multiplex flow cytometry, S. cerevisiae, MLPCN library | 3 h; GFP as percent of DMSO wells | GFP response vs DMSO, % at 10 µM | hit rate 0.02% among 320,000 | AID 2066, 2009;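 active = GFP response relative to DMSO above a set limit, near screen average plus 3 SD, cut at about 150% in these data; inconclusive = fewer than 70 cells counted for the yeast strain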;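 note: median GFP channel fluorescence of the gated AGP1 strain per well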
LAP4 TOR yeast: modulators of LAP4-GFP expression in yeast, primary screen, S. cerevisiae, multiplex flow cytometry, MLPCN library. 3 h; median GFP as percent of DMSO wells. GFP response vs DMSO, % at 10 µM. hit rate 0.34% among 320,000. AID 2023, 2009;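 active = GFP response vs DMSO above a set limit, about the screen mean plus 3 SD, cut at about 150% in these data; inconclusive = under 70 cell events counted for the yeast strain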
The depositor's hits bear a star; ? = inconclusive; [ ] = remark or other dose.

Results follow in this order: RPL19A TOR yeast | Yeast superoxide | Efflux pump inh | CIT2 TOR yeast | AHR act | MEP2 TOR yeast | AGP1 TOR yeast | LAP4 TOR yeast
1) Nc1nc(Nc2ccccc2)nc(C(F)(F)F)n1
 : 109 | 102 | 0.3 | 100 | 14 | 112 | 94 | 99
2) NS(=O)(=O)c1ccc(CCNC(=O)C2(S(=O)(=O)c3ccc(Cl)cc3)CC2)cc1
 : 101 | 86 | -0.2 | 95 | 0 | 102 | 101 | 103
3) CCOC(=O)/C(=C\C=C\N1CCOCC1)C(C)=O
 : 106 | 91 | 0.1 | 96 | 2 | 103 | 97 | 100
4) COc1ccc(CN(C)S(=O)(=O)c2nnc(NC(=O)c3cccc(F)c3)s2)cc1OC
 : 102 | 98 | 0.0 | 102 | 1 | 101 | 100 | 93
5) Cn1cccc1/C=N/NC(=O)c1cccnc1
 : 98 | 98 | 0.1 | 102 | 6 | 102 | 100 | 101
6) CC1=C(C(N)=O)C(c2cccnc2)n2nc(-c3cccc(C)c3)nc2N1 (configuration not stated)
 : 104 | 94 | -0.1 | 108 | 4 | 105 | 104 | 103
7) CC(C)NC(=O)Cn1c(SCC(=O)N2CCCc3ccccc32)nc2ccccc21
 : 99 | 87 | 0.3 | 102 | 0 | 95 | 104 | 92
8) CC(=O)N1c2ccc(S(=O)(=O)N3CCCC(C(=O)NCc4ccc(Cl)cc4)C3)cc2CC1C (configuration not stated)
 : 89 | 82 | -0.2 | 101 | 4 | 105 | 88 | 84
9) CC1(C)Cc2cccc(OCC(=O)OCC(=O)NCc3ccc(F)cc3)c2O1
 : 99 | 100 | -0.1 | 106 | -1 | 98 | 111 | 102
10) COCCn1c(SCc2nnc(-c3ccc(OC)c(OC)c3)o2)nnc1-c1ccncc1
 : 100 | 119 | 0.0 | 91 | 1 | 107 | 101 | 99
11) Cc1cc(C)nc(Nc2n[nH]c(-c3ccccc3Cl)n2)n1
 : 97 | 92 | -0.1 | 97 | 17 | 105 | 98 | 111
12) Cc1cc(NC(=O)c2ccc(NC(=O)C(C)C)cc2)no1
 : 99 | 82 | -0.1 | 101 | 1 | 100 | 114 | 105
13) CCOc1ccc(OCC(=O)NCCc2nc3ccccc3[nH]2)cc1
 : 99 | 103 | 0.1 | 93 | 42 | 94 | 104 | 92
14) Cc1ccccc1CNC(=O)c1ccccc1NS(C)(=O)=O
 : 100 | 91 | 0.8 | 110 | 0 | 103 | 106 | 97
15) O=S(=O)(Nc1cccc2ccccc12)c1ccccc1
 : 96 | 133 | -0.3 | 91 | 9 | 112 | 96 | 102
16) CC(C)C[C@H](NC(=O)c1nc[nH]c1C(=O)NCCNC(=O)OC(C)(C)C)C(=O)CNCCNC(=O)c1[nH]cnc1C(=O)N[C@@H](C)C(=O)OC(C)(C)C
 : 105 | 78 | -0.1 | 111 | 0 | 101 | 109 | 101
17) CCCCOC(=O)c1c(C)oc2ccc(NS(=O)(=O)c3ccc4c5c(cccc35)C(=O)N4)cc12
 : 108 | 103 | 0.3 | 112 | 0 | 90 | 116 | 102
18) CN(Cc1c(F)cccc1Cl)C(=O)c1cnc2ccccc2n1
 : 106 | 86 | 0.1 | 102 | 1 | 108 | 102 | 105
19) O=C(O)C1CCN(C(=O)c2cccc3ccccc23)CC1
 : 99 | 89 | 0.0 | 96 | -3 | 97 | 105 | 110
20) COc1ccc(S(=O)(=O)NCc2cccnc2)cc1Br
 : 101 | 97 | -0.1 | 96 | 0 | 99 | 101 | 97
21) COc1ccc(C(C)NC(=O)c2ccccc2Br)cc1OC (configuration not stated)
 : 100 | 110 | 0.1 | 102 | 0 | 99 | 104 | 89
22) Cc1ccccc1CC1(CO)CCCN(C(=O)c2ccccc2N(C)C)C1 (configuration not stated)
 : 98 | 91 | -0.2 | 102 | 3 | 102 | 110 | 109
23) Cc1c(NC(=O)/C(C#N)=C/c2ccc(-c3ccc(Cl)c(Cl)c3)o2)c(=O)n(-c2ccccc2)n1C
 : 95 | 117 | -0.7 | 102 | -10 | 107 | 94 | 97
24) CCOc1cccc(OCCCCn2cnc3ccccc3c2=O)c1
 : 100 | 95 | 0.0 | 101 | 4 | 103 | 100 | 108
25) COc1ccc(NC(=O)C(=O)Nc2cccc3ccccc23)c(OC)c1
 : 99 | 97 | -0.1 | 96 | -1 | 107 | 98 | 99
26) Cc1ccc(-c2cc([C@H]3[C@H]4C=CC[C@@H](C)[C@@H]4C(=O)N3Cc3ccccc3)ccc2F)cc1
 : 98 | 102 | 0.1 | 100 | 3 | 101 | 105 | 93
27) CCCNc1c(NS(=O)(=O)c2ccc(Cl)s2)c(=O)oc2ccccc12
 : 99 | 110 | 0.2 | 94 | 0 | 105 | 99 | 100
28) O=C(CCC(=O)c1ccc(F)cc1)Nc1ccccc1Cl
 : 105 | 90 | -0.1 | 103 | -6 | 104 | 103 | 105
29) O=[N+]([O-])c1ccc(Oc2cccc(F)c2)c2ccncc12
 : 107 | 77 | -0.2 | 103 | 55* | 112 | 96 | 124
30) O=C1C(Cc2ccccc2)C(c2ccccc2)N1c1ccccc1 (configuration not stated)
 : 89 | 108 | 0.3 | 94 | 1 | 93 | 93 | 90
31) Cc1cccc(C)c1NC(=O)CS(=O)CC(=O)NCC1OCCc2ccccc21 (configuration not stated)
 : 103 | 106 | 0.0 | 106 | 1 | 105 | 95 | 99
32) COc1ccc(CC(=O)NC(=S)Nc2ccc(S(N)(=O)=O)cc2)cc1
 : 109 | 116 | 0.0 | 107 | -2 | 109 | 105 | 102
33) Cc1ccc(S(=O)(=O)NC(C)(C)CSc2ccccn2)cc1
 : 104 | 101 | 0.0 | 103 | -1 | 89 | 97 | 93
34) O=C(O)c1cccc2c1C(=O)N(c1ccccc1)C2
 : 96 | 83 | 0.2 | 81 | 2 | 106 | 80 | 124
35) COc1ccc(NS(=O)(=O)c2ccc(NS(=O)(=O)c3cccc(C(=O)O)c3)cc2)cc1
 : 105 | 96 | -0.2 | 108 | -1 | 114 | 100 | 105
36) O=C(COC(=O)c1ccccc1NCc1ccco1)Nc1ccc2c(c1)OCO2
 : 102 | 81 | 0.0 | 102 | 2 | 113 | 104 | 99
37) COc1cccc(C(C(=O)NC(C)(C)C)N(C(=O)CCC(=O)Nc2cc(C)on2)C(C)(C)C)c1OC (configuration not stated)
 : 91 | 91 | 0.0 | 82 | 1 | 101 | 95 | 104
38) CNS(=O)(=O)c1ccc(CCC(=O)N2CCN(c3ccccc3OC)CC2)cc1
 : 103 | 103 | -0.1 | 97 | 1 | 110 | 98 | 99
39) Cc1ccc(P(=O)(OCCN2CCOCC2)C(C)(C)C)o1 (configuration not stated)
 : 110 | 96 | -0.1 | 68 | 1 | 97 | 81 | 92
40) CNC(=S)N(CCc1c(C)[nH]c2ccc(OC)cc12)Cc1ccco1
 : 104 | 90 | -0.2 | 108 | 36 | 117 | 106 | 101
41) CC(C)c1nnc(NC(=O)C2CCN(c3nc4ccccc4s3)CC2)s1
 : 102 | 124 | 0.1 | 105 | 8 | 106 | 106 | 107
42) O=C(COC(=O)CNC(=O)c1ccc(Br)cc1)NCCC1=CCCCC1
 : 99 | 71 | -0.2 | 96 | 1 | 98 | 102 | 97
43) O=C(CCCc1nc(-c2ccccc2)no1)NC1CCCC1
 : 104 | 99 | -0.1 | 97 | -3 | 99 | 101 | 91
44) COC(=O)C1=C(C)NC(C)=C(C(=O)O[C@@H]2CCCN(Cc3ccccc3)C2)[C@@H]1c1cccc([N+](=O)[O-])c1
 : ? | 98 | 0.1 | ? | 7 | ? | 71[may fluoresce red and violet] | ?
45) O=S(=O)(NCCc1ccncc1)c1ccc(Br)cc1
 : 100 | 103 | 0.1 | 105 | 2 | 109 | 108 | 97
46) CC(C)(C)c1ccc(/C=C/C(=O)NC2=NCCS2)cc1
 : 93 | 106 | 0.1 | 96 | 13 | 91 | 96 | 92
47) COc1c(Cl)cc(-c2noc(C)c2C(=O)NCc2ccc3c(c2)OCO3)cc1Cl
 : 105 | 104 | -0.5 | 109 | 1 | 100 | 110 | 100
48) Cc1ccc(NC(=O)c2ccccc2F)c(NC(=O)c2ccccc2F)c1
 : 96 | 98 | 0.1 | 82 | 73* | 95 | 99 | 101
49) Cc1cc(C)nc(NC(=O)C(C)C)n1
 : 98 | 102 | 0.3 | 100 | 2 | 101 | 100 | 100
50) Clc1ccc(OCCCCSc2ncccn2)cc1
 : 101 | 107 | 0.1 | 104 | -2 | 100 | 100 | 99

Other entries.
Results follow in this order: RPL19A TOR yeast | Yeast superoxide | Efflux pump inh | CIT2 TOR yeast | AHR act | MEP2 TOR yeast | AGP1 TOR yeast | LAP4 TOR yeast
51) Cc1ccc(NC(=O)CSc2nnc(-c3ccncc3)o2)cc1
 : 100 | 101 | 0.2 | 108 | 5 | 110 | 106 | 95
52) COc1ccc(NC(=S)N(CCN2CCOCC2)C2CCN(C(C)=O)CC2)cc1Cl
 : 94 | 102 | -0.2 | 100 | -7 | 90 | 101 | 97
53) Cn1c(SCC(=O)c2c(N)n(C)c(=O)n(C)c2=O)nnc1-c1ccc(F)cc1
 : 103 | 105 | 0.4 | 95 | -4 | 100 | 100 | 99
54) CCn1c(SCC(=O)Nc2ccc(C(=O)OC)cc2)nc2cccnc21
 : 98 | 100 | 0.1 | 98 | 10 | 109 | 96 | 101
55) O=C1COc2ccc(C(=O)COC(=O)c3cnc(Cl)c(Cl)c3)cc2N1
 : 97 | 100 | 0.0 | 90 | 0 | 89 | 92 | 115
56) O=C(Cn1c(=S)[nH]c2ccccc2c1=O)NCCc1ccccc1
 : 109 | 95 | -0.1 | 108 | 79* | 100 | 105 | 100
57) Cc1c(C(=O)N(C)C)c2cc(Cl)ccc2n1O
 : 88 | 84 | 0.2 | 87 | -2 | 82 | 81 | 73
58) O=C(CS(=O)(=O)c1ccccc1)c1cc2ccccc2oc1=O
 : 12*[may fluoresce violet] | 96 | -0.2 | ? | 4 | 183*[may fluoresce violet] | ? | ?
59) O=S(=O)(NC1CC1)c1cccc(S(=O)(=O)N2CCCC2)c1
 : 100 | 103 | 0.0 | 98 | 1 | 98 | 107 | 97
60) OCCC1CN(Cc2ccccc2O)CCN1CCCc1ccccc1 (configuration not stated)
 : 102 | 105 | -0.1 | 112 | 1 | 107 | 104 | 98
61) Cc1c(C(=O)NC2CCCCC2)oc2ccccc12
 : 110 | 100 | -0.2 | 103 | 5 | 104 | 93 | 88
62) O=c1[nH][nH]c(C(F)(F)F)c1C=Nc1cccc(Cl)c1
 : 96 | 104 | 0.0 | 109 | -2 | 97 | 96 | 103
63) COc1ccc(C(=O)O)cc1S(=O)(=O)NCc1ccccn1
 : 108 | 86 | -0.3 | 108 | 4 | 109 | 111 | 100
64) Cc1cccc(NC(=O)COc2ccccc2C)n1
 : 99 | 112 | 1.1* | 100 | 4 | 116 | 91 | 113
65) COc1ccc(C(=O)NCC(=O)OCC(=O)Nc2ccc(C)c(S(=O)(=O)N(C)C)c2)cc1OC
 : 106 | 92 | 0.1 | 81 | 3 | 97 | 113 | 100
66) O=C(Cn1c(NCCO)nc2ccccc21)c1ccco1
 : 97 | 121 | 0.0 | 104 | -1 | 104 | 103 | 97
67) CCC(C)[C@H](NC(=O)Nc1ccc2c(c1)OCCO2)C(=O)OC (some centres not stated)
 : 104 | 103 | 0.1 | 101 | -1 | 103 | 112 | 114
68) O=C(NCc1nc2ccccc2[nH]1)c1cccc(S(=O)(=O)N2CCCCC2)c1
 : 94 | 108 | -0.1 | 87 | -2 | 93 | 90 | 86

The order is random; any-hit rate near 3.9%.
